Rac1 GTP hydrolysis: MgcRacGAP GTPase-activating activity inhibitors, confirmation, biochemical, ADP Hunter fluorescence; MgcRacGAP-stimulated Rac1 GTP hydrolysis, ADP Hunter fluorescence; higher % means a stronger effect; GST-tagged Rac1 F28L mutant substrate; AID 624330; inhibition, % at 30 µM; hits with a dose series show IC50 in µM; 340,000 tested, 0.6% active;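 active = first-screen hits whose inhibition reached a set limit at any dose in the follow-up dose series; inconclusive = inhibition above the set first-screen limit but never retested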;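 note: fluorescence reports GDP produced by GAP-driven GTP hydrolysis; strong numbers were not always called active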
GPR35 antagonists: inhibition of zaprinast-stimulated GPR35 beta-arrestin translocation – imaging, U2OS, beta-arrestin-GFP, zaprinast agonist, primary screen (AID 2058); U2OS GPR35 beta-arrestin-GFP translocation imaging, zaprinast antagonism; higher % means a stronger effect; one-dose inhibition, % at 10 µM; IC50 in µM for titrated hits; 290,000 tested, 0.052% active;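 active = inhibition of at least 50% with at least 30 cells and total cytoplasm GFP at most 10,000,000; inconclusive = under 30 cells or total GFP of 10,000,000 plus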
AID2073: disruptors of CaV2.2 binding to Mint1 – biochemical, HTRF (AID 2073); HTRF protein-protein interaction, Mint1-CaV2.2; higher % means a stronger effect; inhibition, % at 20 µM, or IC50 in µM where a hit was titrated; 290,000 tested, 0.19% active; in the data active = inhibition mostly above about 51%, no sharp cut-off; inconclusive = no clear call, values can overlap the other calls; inactive = mostly below about 53%; note: some results filed as inactive read as strong as hits
Large T inhibition: SV40 large T antigen inhibitors, biochemical (AID 1903). SV40 large T antigen ATPase/helicase inhibition assay; higher % means a stronger effect. inhibition, % at 20 µM, or IC50 in µM where a hit was titrated. 310,000 tested, 0.39% active; in the data active = a potency from the dose series; inconclusive = inhibition mostly from about 32% at the one dose, without a potency; inactive = the rest, 99 in 100 with inhibition below about 32%; note: strong numbers were not always called active
GPR55 beta-arrestin: GPR55 agonists via beta-arrestin recruitment, primary screen, imaging, U2OS cells, beta-arrestin-GFP redistribution (AID 1961) | U2OS GPR55 beta-arrestin-GFP redistribution imaging; higher % means a stronger effect | one-dose activation, % at 10 µM; EC50 in µM for titrated hits | 290,000 tested, 0.048% active;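 active = activation above 40% with more than 50 cells counted in the well; inconclusive = wells holding fewer than 50 cells, flagged as toxic or sparse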;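 note: U2OS osteosarcoma cells stably expressing GPR55 and beta-arrestin-GFP; plate controls were DMSO negative control for no effect and LPI positive control for full effect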
Dengue-2 NS5 capping: flavivirus cap methylation enzyme inhibition – biochemical, confirmation dose response, primary screen (AID 588689); Dengue-2 NS5 methyltransferase capping enzyme assay, biochemical; higher % means a stronger effect; inhibition, % at 25 µM, or IC50 in µM where a hit was titrated; 340,000 tested, 0.3% active; in the data active = a potency from the dose series; inconclusive = inhibition above about 29% without an active follow-up result
Yfh1-depleted yeast: enhancers of respiration in Yfh1-depleted yeast, dose response, Friedreich's ataxia, plus single-dose screen (AID 1465); S. cerevisiae Yfh1-off respiration, WST-1 reduction, 72 h; higher fold induction means a stronger effect; fold induction at 50 µM; hits with a dose series show EC50 in µM; 220,000 tested, 0.074% active;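 active = fold induction of absorbance versus untreated yeast above a set limit, then at least 30% activation at any dose in follow-up; inconclusive = repeats straddling the limit, or above it without dose testing; inactive = fold induction below the set limit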;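 note: activators that raise dye reduction in frataxin-depleted yeast; strong numbers were not always called active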
NTR1 ag: NTR1-driven beta-arrestin-GFP spot formation – imaging, U2OS cells, high content, primary screen (AID 493036); 330,000 tested, 0.17% active; activation, % at 20 µM; agonist mode; P30989;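 active = activation at or above 40% of the spot to cytoplasm intensity ratio, with at least 20 cells analyzed; inconclusive = wells under 20 cells, flagged as cytotoxic or low count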;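 note: 0% = DMSO without peptide and 100% = 100 nM NTR1 peptide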
Target sequence (P30989 whole entry, looked up): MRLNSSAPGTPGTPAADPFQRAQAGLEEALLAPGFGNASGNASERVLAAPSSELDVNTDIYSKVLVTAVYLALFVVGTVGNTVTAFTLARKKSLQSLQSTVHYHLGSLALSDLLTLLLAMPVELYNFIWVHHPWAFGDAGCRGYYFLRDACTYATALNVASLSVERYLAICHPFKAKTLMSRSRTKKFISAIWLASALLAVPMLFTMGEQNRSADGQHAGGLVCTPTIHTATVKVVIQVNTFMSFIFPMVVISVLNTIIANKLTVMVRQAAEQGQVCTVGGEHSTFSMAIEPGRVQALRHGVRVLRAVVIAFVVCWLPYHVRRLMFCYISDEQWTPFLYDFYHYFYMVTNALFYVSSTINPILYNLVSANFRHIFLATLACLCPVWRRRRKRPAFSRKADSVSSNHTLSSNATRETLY
GPR55 LPI antagonism: GPR55 antagonists blocking LPI-driven arrestin recruitment, primary screen, imaging, U2OS, beta-arrestin-GFP, LPI agonist (AID 2013). U2OS GPR55 beta-arrestin-GFP translocation imaging, LPI antagonism; higher % means a stronger effect. inhibition, % at 10 µM, or IC50 in µM where a hit was titrated. 290,000 tested, 0.13% active;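 active = spots per cell inhibited over 60%, with over 100 cells counted and total cytoplasm intensity under 500,000; inconclusive = wells with under 100 cells, flagged as likely toxic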;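 note: U2OS cells stably carrying GPR55 and arrestin-GFP stimulated by 5 µM LPI near EC80; imaged beta-arrestin-GFP aggregate spots per cell after agonist stimulation; plate controls were LPI-stimulated DMSO wells for no effect and DMSO wells without LPI for full effect; some results filed as inactive read as strong as hits; confirmed hits need IC50 under 10 µM and bright autofluorescent wells are also inconclusive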
NTR1 ag cell count 20 µM: second read-out of NTR1 ag, no call of its own (marks repeat the call); cell count; measured here: cell count, cytotoxicity flag
Dengue-2 NS5 capping pilot replicate: recorded beside Dengue-2 NS5 capping, whose call it bears; inhibition, %; measured here: pilot screen replicate inhibition
Numbers without * were called inactive; i = inactive; ? = inconclusive; . = no result given.

SMILES	Rac1 GTP hydrolysis	GPR35 antagonists	AID2073	Large T inhibition	GPR55 beta-arrestin	Dengue-2 NS5 capping	Yfh1-depleted yeast	NTR1 ag	NTR1 ag cell count 20 µM	GPR55 LPI antagonism	others
O=C(NCCCn1cccn1)C1CCC(=O)N(CCc2ccccc2)C1 (stereo unspecified)	-5%	-2%	-2%	.	-0.1%	-1%	.	0.0	50	6%
CC(C)CC(=O)NCCNC(=O)c1cc(OCC(F)(F)F)ccc1OCC(F)(F)F	16%	-1%	-1%	-2%	-0.2%	-4%	i	0.4	43	10%
CC(C)(C)C(=O)NNC(=O)C1CC1(c1ccccc1)c1ccccc1 (stereo unspecified)	5%	1%	3%	11%	-0.1%	-3%	.	-0.2	91	11%
Oc1c(C=Nc2ccc(Cl)cn2)sc2ccccc12	8%	-5%	-39%	8%	1.0%	-6%	i	0.4	72	10%
O=C1CCc2cc(S(=O)(=O)NC(Cc3ccccc3)C(=O)NC3CCCCC3)ccc2N1 (stereo unspecified)	4%	14%	2%	3%	-0.1%	-2%	.	-1.4	63	-3%
Cc1ccc(-c2nc(S(=O)(=O)c3ccc(C)cc3)c(SCC(N)=O)o2)cc1	9%	11%	8%	1%	0.3%	-11%	.	2.2	41	3%
CCOC(=O)c1sc2nc(C)nc(Nc3ccc(OC)cc3)c2c1C	10%	-24%	48%	13%	0.6%	-17%	i	2.1	50	10%
O=C(O)CSc1nnc(-c2ccco2)o1	8%	-8%	-2%	3%	-0.3%	-9%	i	0.6	78	-3%
NS(=O)(=O)c1ccc(CNC(=O)Cc2c(F)cccc2Cl)cc1	5%	-15%	-2%	10%	0.2%	-13%	i	0.4	39	-2%
CCCS(=O)(=O)N1CCC(C(=O)NCCN2CCCC2)CC1	10%	14%	-4%	13%	0.1%	6%	i	-0.1	35	-12%
CC1(C)CC(=O)C=C(NC2CC(C)(C)NC(C)(C)C2)C1	2%	0%	-6%	15%	-0.2%	1%	i	0.8	45	-1%
CCCCSc1cc(C)nc(N)n1	12%	-5%	8%	39%	-0.1%	0%	i	-1.1	58	-2%
COC(=O)c1ccccc1NC(=O)c1noc2c1CCC2	14%	-2%	16%	4%	-0.2%	-10%	i	2.4	86	1%
CCOc1ccc(N=C2SCC(=O)N2CC)cc1	-3%	2%	0%	10%	0.0%	8%	.	0.2	62	6%
Cc1ccc(NC(=O)COC(=O)CNC(=O)C2CCCCC2)c(Br)c1	-6%	-12%	-4%	13%	-0.7%	-7%	i	3.6	53	-5%
CCOC(=O)c1c(C)nc2cc(C)ccn12	-10%	20%	?	2%	-0.2%	-9%	i	0.1	59	-7%
O=C(c1n[nH]c2c1CCC2)N1CCCC(Nc2cccc(F)c2)C1 (stereo unspecified)	1%	5%	12%	-4%	0.2%	-7%	.	-0.2	46	0%
O=C1NN=C(c2ccc(Cl)cc2)CC1c1cccc(Cl)c1 (stereo unspecified)	3%	10%	2%	8%	0.3%	-5%	i	7.6	54	-6%
Cc1cc(CN(C)C(=O)C2CCC(=O)N(CCc3ccccc3)C2)n[nH]1 (stereo unspecified)	-8%	7%	5%	14%	-0.1%	-1%	.	0.3	50	1%
C=C(C)c1cccc(C(C)(C)NC(=O)N2CCCC2)c1	15%	11%	5%	7%	0.2%	-5%	i	-1.1	34	4%
O=C(NCCCN1CCOCC1)C(=O)NCC1OCCN1S(=O)(=O)c1ccc(Br)cc1 (stereo unspecified)	6%	8%	11%	18%	0.0%	-4%	.	1.2	66	3%
CCCC(C)c1nnc(NC(=O)C2CC(=O)N(c3ccc(OCC)cc3)C2)s1 (stereo unspecified)	10%	6%	-6%	3%	0.0%	0%	.	-0.7	52	-13%
COc1ccccc1-c1nc(C#N)c(NCCCn2ccnc2)o1	12%	-8%	16%	9%	-0.1%	7%	i	1.3	39	-4%
O=C(Nc1c(F)cccc1F)c1ccc(-n2cncn2)nc1	7%	-2%	1%	-2%	0.0%	0%	i	0.8	37	9%
COc1ccc(Nc2nc(N3CCCC3)nc(N3CCOCC3)n2)cc1	9%	.	.	12%	.	-6%	i	-1.6	40	.
CCC(=O)Nc1ccc(C(=O)CSc2nnc(-c3ccc(O)cc3)n2CC2CCCO2)cc1OC (stereo unspecified)	9%	30%	1%	11%	0.0%	0%	.	-0.6	54	14%
C(=C\c1nccc2c1[nH]c1ccccc12)/c1ccccc1	8%	2%	16%	15%	0.5%	-5%	i	7.0	86	10%
COC(=O)c1ccccc1NC(=O)c1ccccc1SC	14%	3%	7%	-1%	-0.1%	-2%	i	1.0	34	-5%
CCN1CCN(c2ccc(NC(=O)c3cccc(F)c3)cc2Cl)CC1	9%	14%	6%	.	-0.1%	-1%	i	-0.6	51	8%
Cc1cc(NC(=O)CSc2n[nH]c(CC(C)C)n2)no1	9%	3%	-6%	6%	0.2%	4%	i	2.0	22	-8%
CCn1c(CNC(=O)c2ccccc2)nc2ccccc21	-2%	.	.	.	.	-5%	i	0.9	56	.
CCCCn1nc2cc(C(=O)N(CC)c3ccc(OC)cc3)ccc2c1OCC	-4%	8%	16%	6%	-0.3%	-6%	i	1.1	55	-3%
O=C(CSc1ccccc1C(=O)NCc1ccccc1)NC12CC3CC(CC(C3)C1)C2	6%	13%	5%	10%	-0.1%	1%	i	4.9	73	15%
S=C(c1ccc(-c2ccc(Cl)cc2Cl)o1)N1CCCC1	.	-6%	-20%	5%	-0.2%	.	i	-1.0	40	-3%
O=C1CSC(c2ccccc2F)N1c1ccccc1 (stereo unspecified)	3%	-10%	4%	6%	-0.3%	-10%	i	0.0	92	-5%
Cc1ccc2cc(C)c(Sc3nnnn3-c3ccccc3)nc2c1	2%	-4%	4%	5%	1.1%	-4%	i	.	.	14%
CC1CCc2cc(F)ccc2N1C(=O)c1cccnc1 (stereo unspecified)	7%	5%	3%	-3%	-0.1%	-4%	.	-0.1	54	-32%
COc1ccc(N2C(=O)CCC(C(=O)O)C2c2ccc(F)cc2)cc1 (stereo unspecified)	-2%	15%	0%	9%	0.3%	8%	i	-0.7	58	23%
O=C(Nc1nnc(SCc2ccc(F)cc2)s1)C1Cc2ccccc2CN1C(=O)c1ccco1 (stereo unspecified)	8%	4%	15%	15%	0.0%	-4%	i	0.9	94	.
CCOC(=O)c1[nH]c(C)c(C(=O)NC)c1C	2%	-15%	11%	1%	1.9%	-15%	i	-0.3	57	-6%
CCCCNc1nnc(CCn2nc(C)c(Br)c2C)s1	0%	-3%	-8%	10%	-0.2%	-4%	i	1.5	62	-8%
CCOC(=O)c1[nH]c2ccc(F)cc2c1NC(=O)Nc1ccccc1OC	7%	-1%	24%	-1%	-0.3%	-3%	i	0.5	56	-1%
Cc1ccc2nc3c(cc(C(=O)NCCCn4ccnc4)n3C)c(=O)n2c1	9%	-17%	?	19%	-0.2%	4%	i	0.6	87	-12%
CC(=O)NC(CC(=O)OCC(=O)c1c(N)n(CC(C)C)c(=O)n(C)c1=O)c1ccccc1 (stereo unspecified)	8%	.	.	6%	.	1%	.	2.9	75	.
COc1cc(OC)cc(C(=O)N/N=C\c2ccoc2)c1	-5%	-4%	7%	26%	-0.1%	-8%	.	-0.1	73	3%
COCCNC(=O)/C(C#N)=C/c1c(N2CCN(C)CC2)nc2c(C)cccn2c1=O	7%	-2%	20%	8%	-0.1%	2%	.	0.2	43	10%
O=C(Nc1ccc(N2CCN(C(=O)c3ccccc3)CC2)cc1)c1cccs1	12%	4%	6%	-1%	0.3%	-17%	.	-1.5	56	-5%
O=C(CN1CCCCC1)Nc1scc2c1c(=O)oc1ccccc12	13%	-3%	27%	10%	0.9%	-8%	i	1.8	40	12%
C=CCn1c(=O)c(CCC(=O)Nc2ccc(N3CCOCC3)cc2)nc2cc(C(F)(F)F)ccc21	4%	-3%	-2%	-9%	-0.1%	30%	.	2.3	49	-2%
CCc1sc(C(=O)Nc2nccs2)cc1C	6%	14%	14%	22%	0.3%	-5%	.	0.8	80	5%
CC(C)(C)OC(=O)NCCCC[C@H](NC(=O)c1nc[nH]c1C(=O)NCc1ccc(CNC(=O)OC(C)(C)C)cc1)C(=O)OC(C)(C)C	8%	-4%	12%	7%	0.1%	-5%	.	6.9	89	30%
Cc1c(NC(=O)C(C)OC(=O)[C@@H](NC(=O)c2ccccc2)C(C)C)c(=O)n(-c2ccccc2)n1C (stereo partly specified)	-1%	5%	20%	29%	0.2%	-4%	i	0.8	57	.
O=C(CNC(=O)c1ccc(N2C(=O)c3ccccc3C2=O)cc1)OCC(=O)c1ccc(Cl)cc1	1%	0%	13%	16%	0.4%	-10%	i	0.6	66	10%
COC(=O)c1c(C(C)=O)cnc2ccc(Br)cc12	9%	18%	11%	0%	0.3%	0%	i	-1.5	34	27%
Clc1cccc(N2CCN(Cc3ccc(Br)o3)CC2)c1	30%	6%	8%	13%	0.6%	-3%	.	-1.2	56	-5%	Dengue-2 NS5 capping pilot replicate=1.2
CN(Cc1ccccc1)S(=O)(=O)c1ccc2c(c1)n(C)c(=O)n2C	-4%	-3%	-4%	-3%	0.0%	4%	.	-0.1	60	10%
Cc1ccc(N(CC(=O)N2CCCCCC2)S(C)(=O)=O)cc1Cl	14%	-4%	-4%	14%	0.0%	7%	.	0.7	60	-4%
Cc1cc(C(=O)N2CCN(c3ccc(C(F)(F)F)cn3)CC2)c(C)o1	7%	-4%	8%	17%	-0.2%	0%	i	0.7	53	-1%
Cc1ccc2c(c1)C1CN(C)CCC1N2C(=O)c1ccccc1NS(=O)(=O)c1cccc(C(F)(F)F)c1 (stereo unspecified)	4%	2%	-3%	-2%	0.1%	-6%	i	-0.8	52	14%
O=C(NC1CCCC1)C1CC(=O)N(C2CCCCCCC2)C1 (stereo unspecified)	5%	-7%	1%	1%	0.1%	-1%	i	0.7	58	11%
